dFosB activator: activators of mouse delta FosB homodimer | activation, % at 25 µM | P13346 | actives 0.99% (n = 340,000) | purified delta FosB, TAMRA-CDK5 oligo fluorescence polarization; percent of positive-control signal above neutral wells;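 active = mean activation above about 17%, with every replicate also reaching it, limit read from the data, passing the limit was not always enough; inconclusive = only one of the two conditions met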;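 also: fluorescence polarization rise as delta FosB binds a TAMRA Cdk5 AP-1 oligo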
NSD2 inh: blocks human histone methyltransferase NSD2 | NSD2 peptide methylation, AlphaScreen, 120 min | inhibition, % at 12.5 µM | actives 0.54% (n = 310,000) | O96028; in the data active = inhibition above about 50%
MITF TRPM1 HTS: MITF TRPM1 promoter activation in melanoma cells; SK-MEL-5 TRPM1-promoter luciferase, 24 h; % of positive control, neutral wells = 0; activation, % at 12.5 µM; actives 0.75% (n = 300,000); AID 588334;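 active = mean activation of at least 80% with every replicate also reaching 80%; inconclusive = mean reaches 80% but some replicate falls short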;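 also: 0% = neutral control wells and 100% = parthenolide positive control wells; values of inactives mirror those of a sister screen read the other way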
SR-BI HDL uptake: mouse SR-BI HDL lipid transfer inhibition. Q61009. ldlA[mSR-BI] CHO cells, DiI-HDL uptake fluorescence, 3 h. inhibition, % at 12.5 µM. actives 0.96% (n = 320,000). AID 488896;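 active = mean replicate inhibition of at least 70% and a set share of replicates each scoring 70 or more; inconclusive = meets just one of the two criteria; inactive = fails both criteria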;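 also: 0% = median of neutral control wells and 100% = median of positive control wells; values of inactives mirror those of a sister screen read the other way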
HTR5A inv ctr: inverse agonist of human HTR5A in OPRM1-OPRD1 counter-screen. P47898. HTR5A cell line, luminescence, inverse agonism. inhibition, % at 9.3 µM. actives 0.083% (n = 340,000). AID 504634; in the data active = inhibition mostly above about 23%, no sharp cut-off; inactive = mostly below about 18%;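 also: 0% = cells with DMSO and 100% = no-cell wells with DMSO; some compounds called inactive have numbers as strong as hits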
V-ATPase pHluor: yeast V-ATPase proton transport regulation by pHLuorin; S. cerevisiae, pHLuorin cytosolic pH fluorescence; response, % at 10 µM; actives 0.37% (n = 350,000); AID 504577; in the data active = response mostly above about 7.3%, no sharp cut-off; inactive = mostly below about 5.4%; also: actives read high; inactives centre near 0; some compounds called inactive have numbers as strong as hits; reference of the scale not given here
PvdQ acylase: P. aeruginosa PvdQ acylase inhibition | actives 0.063% (n = 340,000) | purified PvdQ acylase, fluorescence plate reader | AID 488965 | inhibition, % at 10 µM; in the data active = inhibition above about 30%, passing the limit was not always enough; inconclusive = no clear call, values can overlap the other calls;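 also: 0% = vehicle neutral wells and 100% = reference inhibitor wells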
Wnt bcat act: Wnt/beta-catenin pathway activation. Wnt/beta-catenin reporter cell assay, activator, plate reader. activation, % at 9.35 µM. actives 1.2% (n = 300,000). AID 743398; in the data active = activation above about 30%, passing the limit was not always enough; inconclusive = no clear call, values can overlap the other calls;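 also: 0% = neutral control wells and 100% = positive control wells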
HTR5A ag: counter-screen for OPRM1-OPRD1 agonists: human HTR5A agonism | P47898 | HTR5A agonist assay, luminescence, cell-based | activation, % at 9.3 µM | actives 0.61% (n = 340,000) | AID 504692; in the data active = activation mostly above about 9.5%, no sharp cut-off; inactive = mostly below about 7.6%;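 also: 0% = cells with vehicle only and 100% = reference agonist; strong numbers were not always called active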
CDK5 p35 inh: inhibitors of human CDK5/p35 kinase; Recombinant CDK5/p35, ADP-Glo luminescence, 60 min; actives 0.01% (n = 330,000); inhibition, % at 10 µM;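 active = highest replicate inhibition of at least 50% and at least 75% of replicates reaching 50%; inconclusive = only one of the two criteria met; inactive = both criteria failed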;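 also: plate controls were DMSO neutral control for no effect and GW8510 at 10 µM for full effect; many of its hits are not listed in these tables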
Target sequence (Q00535 whole entry, looked up): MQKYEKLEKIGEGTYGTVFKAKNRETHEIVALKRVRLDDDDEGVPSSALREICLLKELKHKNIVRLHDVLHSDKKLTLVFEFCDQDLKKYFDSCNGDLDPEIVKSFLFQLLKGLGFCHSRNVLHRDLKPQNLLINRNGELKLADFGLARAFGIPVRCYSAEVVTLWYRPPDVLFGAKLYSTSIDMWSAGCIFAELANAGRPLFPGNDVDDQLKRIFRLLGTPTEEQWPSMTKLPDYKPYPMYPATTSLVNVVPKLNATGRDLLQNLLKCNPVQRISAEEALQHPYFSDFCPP
Target sequence (Q15078 whole entry, looked up): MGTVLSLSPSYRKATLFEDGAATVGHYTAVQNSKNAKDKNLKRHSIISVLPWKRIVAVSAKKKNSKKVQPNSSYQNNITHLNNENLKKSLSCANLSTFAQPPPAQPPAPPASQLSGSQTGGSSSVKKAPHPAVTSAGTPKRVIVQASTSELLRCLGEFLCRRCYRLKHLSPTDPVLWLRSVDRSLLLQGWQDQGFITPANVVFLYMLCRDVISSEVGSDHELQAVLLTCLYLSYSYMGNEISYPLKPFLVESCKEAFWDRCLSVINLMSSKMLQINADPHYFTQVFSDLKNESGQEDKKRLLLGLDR
An asterisk follows results filed as active; u = inconclusive; x = not tested or not shown.

Compound	dFosB activator	NSD2 inh	MITF TRPM1 HTS	SR-BI HDL uptake	HTR5A inv ctr	V-ATPase pHluor	PvdQ acylase	Wnt bcat act	HTR5A ag	CDK5 p35 inh
O=C(COC(=O)CC1CC2CCC1C2)Nc1ccc(F)cc1 (stereo not given)	-6	-7	5	-28	-8	2	-10	-1	2	-0.4
O=C(CCn1ccc2cc(S(=O)(=O)N3CCCC3)ccc21)NCc1cccc(F)c1	-9	27	0	4	-12	-4	15	-2	3	0.7
CCCCCC1=CCC/C1=N\NC(=O)c1ccc2c(c1)OCO2	0	1	0	x	20	3	-10	4	-8	0.8
O=C(COC(=O)/C=C/c1ccc(Cl)c(Cl)c1)NC1CC1	-7	45	4	4	11	4	-6	-1	-5	-0.8
O=C(Cc1cccs1)N1CCN(S(=O)(=O)c2cccc([N+](=O)[O-])c2)CC1	-3	17	8	-6	10	1	-6	-1	-1	-0.1
COc1ccc(N(CC(=O)NC2CCCCC2C)S(=O)(=O)c2c(C)nn(C)c2C)cc1 (stereo not given)	-8	x	x	-34	-32	0	1	-3	-1	0.4
CSCCCNC(=S)N1CCN(S(=O)(=O)c2cccc(C(F)(F)F)c2)CC1	10	-1	2	5	0	2	-12	-2	-4	0.3
COc1ccc(Oc2ccc(-c3ccn[nH]3)cc2)cc1	4	-1	x	13	6	-1	-5	0	-3	6.0
COc1ccccc1N(CC(=O)N(c1ccccc1)C(C)C)S(=O)(=O)c1cccs1	-8	-1	-7	-5	7	5	3	1	-3	1.8
COc1ccc(-n2nc(C(=O)NCC(=O)NCc3cccc(F)c3)c3ccccc3c2=O)cc1Cl	26*	-2	-1	23	-1	-3	-6	-3	-2	0.9
CCCc1c(-c2ccc(O)cc2)nn(-c2ccc(O)cc2)c1-c1ccc(O)cc1	-18	x	-3	28	8	6	-8	x	-2	-3.0
Cc1c(NS(=O)(=O)c2ccc3c(c2)CCN3C(=O)C2CC2)c(=O)n(-c2ccccc2)n1C	-4	x	-10	-1	-21	-2	1	x	5	0.5
O=C(/C=C/c1ccco1)NC(=S)Nc1ccc(N2CCOCC2)c(Cl)c1	-4	2	-28	21	-9	-1	-2	x	-1	-1.8
COc1ccc(CNC(=O)C2COc3ccccc3O2)cc1 (stereo not given)	-5	-6	55	3	-15	3	-17	17	1	0.7
CCCC(=O)Nc1ccc(Cl)c(NC(=S)NC(=O)c2cc3ccccc3o2)c1	1	-1	6	21	-1	-2	-2	-1	0	-0.6
Oc1cccnc1CN1CCOCC1	-10	0	-4	-21	-7	-3	-9	-2	2	1.2
O=C(NCC1CCCO1)c1ccc2c(=O)n(Cc3cccc(Br)c3)c(=S)[nH]c2c1 (stereo not given)	44*	3	-3	6	-3	-1	-14	-5	1	1.8
Fc1ccccc1CN1CCN(c2ncccn2)CC1	2	-1	10	9	-5	1	-11	1	2	-0.6
COc1cccc(NC(=O)c2ccccc2-c2ccccc2)c1	0	2	-3	-7	7	8.8*	-9	-1	3	-0.4
COC(=O)c1c(-c2ccc(OC)cc2)oc2ccc(-c3cc(OC)c(OC)c(OC)c3)cc12	-1	x	3	52	-4	0	-18	-6	5	1.7

(further entries)
Compound	dFosB activator	NSD2 inh	MITF TRPM1 HTS	SR-BI HDL uptake	HTR5A inv ctr	V-ATPase pHluor	PvdQ acylase	Wnt bcat act	HTR5A ag	CDK5 p35 inh
Cc1ccc2cc(C=O)c(N3CCOCC3)nc2c1C	-4	-6	3	1	10	-1	1	-4	-3	0.1
COc1ccccc1NC(=O)N1CCCC1	-5	0	3	4	-10	2	4	-1	4	0.2
CCOCCCNC(=O)c1ccc2nc(-c3ccc(OC)c(OC)c3)c(-c3ccc(OC)c(OC)c3)nc2c1	-15	-7	-7	62	-12	2	1	-2	3	-0.1
COc1cccc(NC=C2C(=O)OC3(CCCCC3)OC2=O)c1	-5	-3	x	5	-1	7	5	1	0	-1.7
O=C(Nc1ccncc1)c1ccc(NS(=O)(=O)c2ccc3[nH]c(=O)[nH]c3c2)cc1	0	-7	2	-8	17	-2	-6	-3	2	4.2
CCOc1ccccc1NC(=O)c1cnc2n(c1=O)CCS2	3	-1	30	44	-10	1	-14	0	2	2.5
COc1c2c(nc3occc13)C(CC=C(C)C)(OC)C(O)CC2 (stereo not given)	-3	-4	-5	0	22	-6	2	-6	1	-0.3
O=c1[nH]c2cc3c(cc2cc1CN(Cc1cccnc1)Cc1nnnn1Cc1ccco1)OCCO3	-2	7	-13	-12	-14	4	11	-3	1	-1.0
CCOC(=O)CSc1n[nH]c(NC(=O)NC(C)C)n1	4	-1	-3	-13	12	0	-1	-1	-5	0.9
COc1ccc(/C=C2\CCCc3c2nc2ccc(C)cc2c3C(=O)O)cc1O	-8	-1	-7	5	5	1	0	10	-2	-0.3
CN(CC(=O)Nc1ccc(C(N)=O)cc1)CC(=O)Nc1ccccc1Cl	-2	9	3	-14	-12	0	2	-1	3	-0.2
COCc1cc(C)nc(SCC(=O)N2CCC(C)CC2)c1C#N	-5	0	2	35	19	-1	-6	x	1	0.3
Cc1ccc(S(=O)(=O)N(CC(=O)NCc2cccnc2)c2ccc(F)cc2)cc1	-2	4	7	-5	-9	0	6	-2	3	2.5
Cc1noc(C)c1NC(=O)N(C)C[C@H]1Oc2c(NC(=O)NC(C)C)cccc2C(=O)N([C@H](C)CO)C[C@@H]1C	-3	x	0	-8	-16	2	-16	3	3	-1.0
CC(=O)Nc1ccc(NC(=O)CSc2nnnn2-c2ccccc2F)cc1	-6	0	x	-26	10	0	-8	-1	-3	-0.5
COC(=O)c1ccc(S(=O)(=O)N2CCc3ccccc3C2)cc1	-1	-3	-9	2	1	-2	-14	1	0	0.6
CCOC(=O)C1(CCOc2ccccc2)CCN(CCCn2cccn2)CC1	-3	0	-6	-5	-10	-2	-5	-10	7	-0.9
CCCCCOc1ccc(C2NC(=O)NC2=O)cc1 (stereo not given)	-4	x	x	-1	-2	-7	-1	-3	1	0.4
O=C(CN1CCN(c2ccccn2)CC1)N1c2ccccc2Sc2ccc(C(F)(F)F)cc21	1	0	x	-9	-32	-2	18	-9	4	3.2
Cc1ccc(C2CCN(C(=O)Nc3ccc(F)cc3)C2)cc1 (stereo not given)	-3	-3	95*	7	-27	-1	-8	-1	0	-0.3

(listing goes on)
smiles	dFosB activator	NSD2 inh	MITF TRPM1 HTS	SR-BI HDL uptake	HTR5A inv ctr	V-ATPase pHluor	PvdQ acylase	Wnt bcat act	HTR5A ag	CDK5 p35 inh
O=C(OCc1cc(=O)n2c(n1)sc1ccccc12)c1ccc(O)cc1O	u	9	36	x	-17	-3	11	-3	2	-0.1
CCN(CC)Cc1cc(CCNC(=O)c2ccc(Cl)cc2)ccc1O	-5	6	21	-27	-11	-1	-18	x	-3	-3.5
N#Cc1c(-c2ccc(F)cc2)c2c([nH]c1=O)-c1ccccc1OC2	2	-1	x	15	-6	0	-13	-2	-2	0.7
Cn1cc(CN2CCCC(C(=O)Nc3cccc(-n4cccn4)c3)C2)cn1 (stereo not given)	-9	23	-2	-7	14	-3	-15	1	-1	0.8
CC(C)(C)C(=O)N1CCN(c2ccc(NC(=O)c3ccc([N+](=O)[O-])o3)cc2)CC1	-9	x	-81	-13	7	-2	2	-12	-3	0.2
Cc1ccc2[nH]c(C(=O)NCCN3CCCC3)cc2c1	3	2	x	-2	-9	-1	1	3	2	1.5
O=C(O)C1CCCCN1S(=O)(=O)c1ccc(Cl)s1 (stereo not given)	-12	x	-7	10	-12	4	3	-4	4	-1.1
CN(C)c1ccc(C(=S)N2CCCC2)cc1Br	-1	-1	5	-9	2	3	-4	1	0	0.4
C/C=C1\COC(C(=O)NCCCN2CCCC2=O)(C(F)(F)F)C=C1C=C(C)C (stereo not given)	-1	x	-5	-10	0	-3	-2	1	0	1.9
COc1ccc(C)cc1Nc1n[n+](-c2ccccc2)c(-c2cc([N+](=O)[O-])cc(OC)c2O)s1	-5	x	-1	95*	-28	-7	-3	x	9	-1.0
COc1ccc(C(=O)N/N=C/c2cc3ccccc3[nH]c2=S)cc1	14	x	-19	50	6	-75	-6	x	2	3.3

Assay outcomes as filed in PubChem BioAssay.
